# High-throughput results: PubChem, Broad Institute
# DENV2 CPE = inhibitors of DENV2 cytopathic effect, primary screen, cell-based, plate reader, single concentration; AID 651640, 2012; 1.7% of 350,000 active; CPE inhibition, % at 9.99 µM; DENV2-infected cells, cytopathic effect rescue; in the data active = CPE inhibition above about 20%, passing the limit was not always enough; inconclusive = no clear call, values can overlap the other calls; tested in BHK-21 cells;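 note: 0% = median of neutral control wells and 100% = median of positive control wells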
# Statin myotox sup = suppressors of statin myotoxicity in C2C12 myotubes, primary screen, cell-based, single point, plate reader; C2C12 myotubes + simvastatin, ATP luminescence, 48 h; scaled: DMSO 0, geranylgeraniol control 100; rescue of ATP level, % at 7.49 µM; 0.78% of 330,000 active; AID 602340, 2012;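 active = mean ATP rescue above about 67%, or every replicate alone reaching that limit, limit read from the data, passing the limit was not always enough; inconclusive = no clear call, values can overlap the other calls; inactive = mean under the limit and some replicate under it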;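 note: myotubes were challenged with 10 µM simvastatin during compound exposure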
# E-selectin induc = E-selectin induction in HUVECs, primary screen, imaging, HUVEC, immunofluorescence imaging, single point. activation, % at 7.58 µM. normalized: neutral wells 0, TNF-alpha wells 100. P16581. 0.37% of 260,000 active;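 active = mean E-selectin-positive cell signal at least 10% of the positive control, reached in at least 60% of replicates, without over 20% cell loss; inconclusive = no rule given, readout overlaps actives, possibly toxicity-flagged; inactive = the rest, including those meeting only one limit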;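 note: in these data hits start at about 27%; measured in HUVEC primary endothelial cells; signal is the percent of cells scored E-selectin positive by PE staining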
#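 System: HUVEC / Compound: single concentration / Signal: immunofluorescence imaging / Read-out: percent E-selectin-positive cells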
# ERp5 inh = inhibitors of ERp5-driven insulin aggregation, primary screen, biochemical, turbidity, absorbance 650 nm, single point. Protein disulfide-isomerase A6 (Homo sapiens), Q15084. 0.05% of 350,000 active. AID 651711, 2012. 90 min. inhibition, % at 9.99 µM;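 active = mean replicate inhibition above about 25%, with every replicate also reaching it, limit read from the data, passing the limit was not always enough; inconclusive = only one of those two criteria met; inactive = neither criterion met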
# Target sequence (Q15084 whole entry, looked up): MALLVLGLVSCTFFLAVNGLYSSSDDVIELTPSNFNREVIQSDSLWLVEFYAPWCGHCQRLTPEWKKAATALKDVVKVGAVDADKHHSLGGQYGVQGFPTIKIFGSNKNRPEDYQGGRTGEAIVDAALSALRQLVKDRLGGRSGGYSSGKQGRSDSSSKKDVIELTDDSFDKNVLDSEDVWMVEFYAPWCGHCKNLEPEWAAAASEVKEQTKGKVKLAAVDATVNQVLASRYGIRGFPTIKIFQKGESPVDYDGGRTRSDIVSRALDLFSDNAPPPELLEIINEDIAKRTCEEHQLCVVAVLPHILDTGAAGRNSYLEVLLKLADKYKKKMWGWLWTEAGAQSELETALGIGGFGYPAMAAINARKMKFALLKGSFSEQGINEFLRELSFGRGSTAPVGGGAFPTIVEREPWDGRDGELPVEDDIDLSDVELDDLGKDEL
# SIRT5 block = SIRT5 desuccinylase inhibitors, primary screen, biochemical, fluorescence imaging, single point, set 5. NAD-dependent protein deacylase sirtuin-5, mitochondrial (Homo sapiens), Q9NXA8. Purified SirT5, succinyl-peptide AMC, trypsin-coupled fluorescence. inhibition, % at 15 µM. 1.1% of 330,000 active; in the data active = inhibition above about 15%; inconclusive = no clear call, values can overlap the other calls
# Target sequence (Q9NXA8 whole entry, looked up): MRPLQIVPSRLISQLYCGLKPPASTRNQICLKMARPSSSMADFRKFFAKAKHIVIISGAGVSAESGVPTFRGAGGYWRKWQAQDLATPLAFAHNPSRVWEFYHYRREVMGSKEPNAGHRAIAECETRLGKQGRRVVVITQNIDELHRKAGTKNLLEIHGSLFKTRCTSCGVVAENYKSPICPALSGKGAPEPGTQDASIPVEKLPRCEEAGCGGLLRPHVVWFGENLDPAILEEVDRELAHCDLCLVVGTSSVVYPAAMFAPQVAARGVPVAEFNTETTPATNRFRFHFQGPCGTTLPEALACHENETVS
# S100A4 MyoIIA = inhibitors of S100A4-myosin IIA peptide binding, primary screen, biochemical, fluorescence polarization, TAMRA-MyoIIA peptide; Protein S100-A4 (Homo sapiens), P26447; inhibition, % at 10.7 µM; 0.14% of 360,000 active; AID 652163, 2013;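 active = mean inhibition of at least 70% across replicates, with every replicate also reaching that level; inconclusive = mean inhibition reaches 70% but some replicates fall short; inactive = mean inhibition below 70%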
# Target sequence (P26447 whole entry, looked up): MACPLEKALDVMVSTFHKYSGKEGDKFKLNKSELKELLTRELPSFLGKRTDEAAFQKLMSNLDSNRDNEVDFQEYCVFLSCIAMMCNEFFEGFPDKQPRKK
#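 Material: human S100A4 monomer with TAMRA-labelled myosin IIA peptide; buffer or medium: HEPES pH 7.2 with CaCl2, KCl, NaCl, DTT, Triton; compound dosing: one concentration per compound; schedule: 5 min incubation before reading; benchmarks: neutral control DMSO, positive control TFP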
# PglD inh = C. jejuni PglD acetyltransferase inhibitors, primary screen, biochemical, DTNB colorimetric, single point. 0.098% of 360,000 active. purified PglD enzyme, DTNB colorimetric CoA detection. inhibition, % at 12.5 µM. UDP-N-acetylbacillosamine N-acetyltransferase PglD (Campylobacter jejuni); in the data active = inhibition above about 16%, passing the limit was not always enough; inconclusive = no clear call, values can overlap the other calls; note: strong numbers were not always called active
# An asterisk follows results filed as active; ? = inconclusive; . = not tested or not shown.
SMILES,DENV2 CPE,Statin myotox sup,E-selectin induc,ERp5 inh,SIRT5 block,S100A4 MyoIIA,PglD inh
COc1cc(Cl)c(C)cc1NC(=O)COC(=O)CCc1nc2ccccc2c(=O)[nH]1,3.7,.,-1.6,13.5,1.5,-1.8,.
CCOC(=O)c1sc(NC(=O)c2cccs2)nc1C,?,-30.9,.,-3.8,1.3,2.6,-10.2
Cc1c(N=Cc2ccc(Cl)o2)c(=O)n(-c2ccccc2)n1C,.,.,.,2.8,-6.2,-10.2,.
CC(=O)c1c(C(C)=O)c(C)n(-c2cccc3cccnc23)c1C,.,-5.1,1.4,-6.8,-2.2,-0.6,2.4
CCc1nc2c(OCCC3CCCCC3)cccn2c1N(C)C(=O)COc1ccccc1,1.4,-9.1,0.0,0.2,4.7,-4.7,2.2
CNc1ccc(-c2ccccc2OC)cn1,8.4,0.5,0.0,-0.1,.,-3.8,3.9
COc1cccc(NC(=O)N2CC[C@@H]3[C@H]2c2cc(-c4cccc(OC)c4)ccc2N(C)[C@H]3CO)c1,68.3*,.,0.1,-8.6,2.0,0.1,.
O=C(NCC(c1cccs1)N1CCOCC1)c1ccc(OCc2ccccc2)cc1 (centres undefined),3.2,11.8,-1.9,-2.1,-3.1,-5.2,-1.7
CC(C)(C)OC(=O)NNC(=S)NC1CCCCC1,-4.3,.,.,-4.4,-5.2,-2.4,-6.7
CC(C)Cc1ccc(C(C)/C=C2/CCC(CN3CCCCC3)C2=O)cc1 (centres undefined),-0.1,.,.,-0.1,1.9,-4.6,.
COc1ccc(CCC(=O)NNC(=O)c2cccs2)cc1,.,10.4,.,8.8,-1.1,-1.5,-1.2
O=C(CC1N=C2c3ccccc3N=C(SCc3ccc(F)cc3)N2C1=O)NCc1ccco1 (centres undefined),.,2.1,-0.6,.,.,.,-0.2
O=C(c1ccccc1-n1cccc1)N1N=C(C(F)F)CC1(O)C(F)F (centres undefined),18.6,.,.,1.3,3.5,-3.2,.
CN(C)C(C)(C)/C=C/C(O)(c1ccccc1)c1ccccc1,-1.8,.,0.0,0.6,0.9,-3.7,-4.2
O=[N+]([O-])c1ccccc1OCCCN1CCc2ccccc2C1,-6.6,-3.0,0.3,-2.4,-1.5,5.4,1.2
COc1ccc(OC)c(CCNC(=O)Cn2nc(C)c3c(C)n(-c4ccc(C)cc4)nc3c2=O)c1,4.5,22.1,4.4,14.0,-1.0,-2.2,5.2
CC(C)NC(=O)c1ccc(C2SCC(=O)N2Cc2ccccc2)cc1 (centres undefined),-3.7,-21.3,.,1.1,2.9,4.8,-4.1
CSc1nc(N)nc(SC2C=CCCC2)c1C#N (centres undefined),1.0,4.4,.,-7.3,-4.5,-1.8,-3.7
Cc1ccc2nc(SCC(=O)Nc3cccc(F)c3)nc(=O)n2c1,8.3,8.1,.,3.4,-1.3,3.3,-1.6
C[C@@H]1CN([C@@H](C)CO)C(=O)c2cc(C#CC3CCCC3)cnc2O[C@H]1CN(C)S(C)(=O)=O,5.1,0.8,0.2,15.7,1.3,-2.0,3.4
CCOC(=O)N1CCC(NC(=O)CN2C(=O)CSc3nc(C)cc(C)c32)CC1,6.8,6.1,.,2.2,.,1.8,-3.0
COc1ccc(CCC(=O)Nc2sc(C(=O)N(C)C)c(C)c2C#N)cc1,-1.5,0.9,-2.6,8.1,-3.2,3.3,-0.5
COc1ccc(S(=O)(=O)N[C@@H]2CC[C@H](CC(=O)N3CCN(c4ccccc4)CC3)O[C@@H]2CO)cc1,6.2,-2.6,0.1,-3.5,2.1,-2.3,-1.6
COc1ccc(NC(=O)N(C)C[C@@H]2Oc3ccc(NC(=O)C4CC4)cc3CC(=O)N([C@H](C)CO)C[C@@H]2C)cc1,1.6,6.7,0.2,-5.9,3.1,12.7,-1.9
COc1cccc(-c2ccc3c(c2)O[C@H](CN(C)C(=O)c2ccccc2F)[C@@H](C)CN([C@H](C)CO)S3(=O)=O)c1,9.6,-42.2,.,-1.3,2.5,3.3,3.5
O=C1NCCCCC1NS(=O)(=O)c1cccc2ccccc12 (centres undefined),4.8,3.5,0.1,-4.3,-1.4,-1.1,1.8
CC(Sc1nc(-c2ccccc2)cs1)C(=O)Nc1ccc(Cl)cn1 (centres undefined),?,.,0.2,6.2,-0.1,-4.3,.
C[C@@H]1CN([C@@H](C)CO)C(=O)c2cc(-c3ccc(C(=O)N(C)C)cc3)cnc2O[C@@H]1CN(C)C,9.0,-1.9,0.0,-0.4,0.2,-3.7,-3.9
Cn1nnnc1Sc1ncnc2scc(-c3cccc4c3sc3ccccc34)c12,15.0,-30.3,0.4,0.5,.,-8.3,2.2
CCOc1cc(/C=N\n2nnnc2N)ccc1O,-5.1,-2.0,1.9,-0.1,-0.5,3.3,3.3
O=C1CSC(c2cccnc2)N1Cc1ccc(Cl)cc1 (centres undefined),-2.6,-2.3,.,3.9,1.1,-14.1,2.8
CCCN1CCN(C(=O)Nc2ccc(OCC)cc2)CC1,6.7,.,.,-4.8,-2.5,8.2,.
Cc1nc(Nc2ccc(Cl)c(Cl)c2)sc1C(/C=C/c1ccc2c(c1)OCO2)=NNc1ccc([N+](=O)[O-])cc1[N+](=O)[O-],0.9,.,0.2,-2.2,-3.9,-13.5,.
O=C(c1cccnc1)N1C[C@H]2[C@@H](c3ccccc31)[C@H](CO)N2C(=O)CN1CCOCC1,3.6,1.3,0.3,2.8,-0.8,8.5,-2.6
O=C(CN1CCCC1)Nc1c2c(cc3c1CCC3)CCC2,-3.3,.,-0.4,2.2,1.4,-2.9,.
O=C(Cc1ccccn1)N1CC(=O)N2[C@@H](CO)[C@@H](c3ccc(C#CC4CC4)cc3)[C@@H]2C1,13.4,.,0.8,3.9,4.5,-7.2,.
CCCCCCn1c(=O)c(Cc2ccccc2)c(O)c2ccccc21,3.5,.,.,-2.5,-2.5,-1.5,.
COc1ccc(NC(=O)Nc2ccc3c(c2)CC(=O)N([C@H](C)CO)C[C@H](C)[C@@H](CN(C)Cc2ccc(-c4ccccc4)cc2)O3)cc1,-2.7,32.6,1.1,-9.1,2.4,-27.7,-0.7
Cn1cccc1C(=O)OCC(=O)Nc1ccc2c(c1)OCCO2,7.6,.,3.3,1.3,-0.3,-5.6,.
CCOc1ccc(C(=O)Nc2ccc(CN3CCOCC3)cc2)cc1Cl,29.8*,-28.2,.,-0.2,.,-2.3,3.3

# Rewritten bar-delimited: entries from further up
Molecule | DENV2 CPE | Statin myotox sup | E-selectin induc | ERp5 inh | SIRT5 block | S100A4 MyoIIA | PglD inh
CCOc1cc(/C=N\n2nnnc2N)ccc1O | -5.1 | -2.0 | 1.9 | -0.1 | -0.5 | 3.3 | 3.3
O=C1CSC(c2cccnc2)N1Cc1ccc(Cl)cc1 (centres undefined) | -2.6 | -2.3 | . | 3.9 | 1.1 | -14.1 | 2.8
CCCN1CCN(C(=O)Nc2ccc(OCC)cc2)CC1 | 6.7 | . | . | -4.8 | -2.5 | 8.2 | .
Cc1nc(Nc2ccc(Cl)c(Cl)c2)sc1C(/C=C/c1ccc2c(c1)OCO2)=NNc1ccc([N+](=O)[O-])cc1[N+](=O)[O-] | 0.9 | . | 0.2 | -2.2 | -3.9 | -13.5 | .
O=C(c1cccnc1)N1C[C@H]2[C@@H](c3ccccc31)[C@H](CO)N2C(=O)CN1CCOCC1 | 3.6 | 1.3 | 0.3 | 2.8 | -0.8 | 8.5 | -2.6
O=C(CN1CCCC1)Nc1c2c(cc3c1CCC3)CCC2 | -3.3 | . | -0.4 | 2.2 | 1.4 | -2.9 | .
O=C(Cc1ccccn1)N1CC(=O)N2[C@@H](CO)[C@@H](c3ccc(C#CC4CC4)cc3)[C@@H]2C1 | 13.4 | . | 0.8 | 3.9 | 4.5 | -7.2 | .
CCCCCCn1c(=O)c(Cc2ccccc2)c(O)c2ccccc21 | 3.5 | . | . | -2.5 | -2.5 | -1.5 | .

# Continuation:
SMILES,DENV2 CPE,Statin myotox sup,E-selectin induc,ERp5 inh,SIRT5 block,S100A4 MyoIIA,PglD inh
Cc1ccc(/C=N/n2c(-c3ccccc3)n[nH]c2=S)cc1,7.5,4.7,.,-5.7,-4.6,-6.5,-0.6
CCCC(=O)Nc1ccc2c(c1)C(=O)N(C)[C@H]1CC[C@@H](CC(=O)OC)O[C@@H]1CO2,0.5,-8.1,0.0,.,.,.,0.0
COc1cc2c(cc1OC)C(C)N(CC(=O)Nc1ccc(C)c(S(=O)(=O)N3CCOCC3)c1)CC2 (centres undefined),-2.5,-4.0,.,9.7,0.6,-6.3,-0.8
Cc1ccc(S(=O)(=O)NCC(=O)OCc2csc(CC(=O)Nc3ccccc3C)n2)cc1C,-2.7,1.5,.,1.7,-1.4,-7.2,0.4
CO[C@H]1CN(C)C(=O)c2ccc(NC(=O)c3ccccc3)cc2OC[C@H](C)N(CC2CC2)C[C@H]1C,16.8,-0.8,0.1,-18.6,5.3,6.4,-0.6
Cc1ccccc1-c1ccc([C@@H]2[C@H](CO)N3CCCCN(C(=O)Nc4ccccc4)C[C@@H]23)cc1,-12.2,.,-0.8,-4.6,1.7,1.5,-0.2
C#CCOCCOCCOCCNc1nc(N2CCN(C(=O)[C@H](CC(N)=O)n3cc(C(N)[C@@H](C)CC)nn3)CC2)nc(N2CCN(C(=O)[C@H](CCC(=O)O)n3cc([C@@H](N)CCCCN)nn3)CC2)n1 (some centres undefined),?,-4.4,-0.1,-3.7,.,-0.7,1.4
C(=C\c1sc(Nc2ccccc2)n[n+]1-c1ccccc1)/c1ccccc1,52.2*,1.5,0.0,1.0,.,-2.3,1.6
COc1ccc([C@H]2CC(=O)C=C(c3ccccc3)C2)cc1OC,-4.2,79.7*,0.2,3.4,3.7,15.3,8.6
CCOC(=O)c1ccccc1NC(=O)COC(=O)C(CC)Oc1ccccc1 (centres undefined),7.6,0.2,0.0,-2.9,-3.6,-1.1,-3.1
Cc1ccc2c(c1)c1c(n2CC(O)Cn2c(C)nc3ccccc32)C(=O)CCC1 (centres undefined),-5.4,-3.0,-1.1,-2.2,-1.3,-0.3,0.7
Cc1c(CCC(=O)O)c(=O)oc2c(C)c3occ(-c4ccc(Cl)cc4)c3cc12,3.3,14.8,-0.2,3.2,1.9,-3.0,-0.6
OCCNc1nc(Nc2ccccc2OC(F)(F)F)nc(N2CCCC2)n1,?,-2.3,0.0,2.1,.,-3.0,3.9
CCOC(=O)Cn1c(C)cc(COC)c(C#N)c1=O,-3.8,.,.,1.1,.,-1.0,.
CCOC(=O)N1CCN(S(=O)(=O)N2CCCC(C(=O)NCCc3ccc(OC)c(OC)c3)C2)CC1 (centres undefined),6.3,0.0,.,3.4,-0.4,-8.8,-1.9
COCCN(C(=O)COC(=O)C12CC3CC(CC(C3)C1)C2)c1c(N)n(Cc2ccccc2)c(=O)[nH]c1=O,2.3,-5.2,0.8,1.8,-1.2,2.5,-1.8

# Some of the compounds tested (hit frequency here may not be typical).
